# Myeloid diff MLP = myeloid differentiation induction; ER-HoxA9 myeloid progenitors, lysozyme-GFP differentiation, flow cytometry; calls only at 10 µM; actives 1% (n = 360,000);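 active means normalized GFP-positive differentiation at or above the plate's own cutoff, the solvent-only control mean plus 3 SD; inconclusive means no clear call, values can overlap the other calls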;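 further: cells exposed to compound for four days before flow analysis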
# T cell modulator = T cell immune modulators affecting CD8 T cell-vesicle binding. 2C CD8+ T cell-vesicle binding, flow cytometry; hits give low values. calls only at 7 µM. actives 0.068% (n = 330,000). AID 2052;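 active means response, share of CD8 T cells binding vesicles, and their 90th percentile fluorescence all below set limits, cut at about 80% in these data, passing the limit was not always enough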
#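 Read-out – percent CD8+ FL2 mean versus row control · System – murine 2C transgenic CD8+ T lymphocytes · Times – 1.5 h cell–vesicle binding at 37 °C, then 20 min icy labelling · Control set – naked vesicles low, QL9 vesicles with vehicle high · Detection – cytometric PE anti-B7-1 and Alexa647 anti-CD8 signals after 1% paraformaldehyde fixation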
# Salmonella PhoP GFP = inhibitors of PhoP regulon expression, primary screen, Salmonella Typhimurium, GFP reporter (AID 1863). S. Typhimurium PhoP-regulated promoter GFP reporter, 4 h; higher % means a stronger effect. inhibition, % at 50 µM; hits with a dose series show IC50 in µM. actives 0.16% (n = 300,000);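 active means inhibition over 29.93%, a cutoff 3 SD above the screen mean, later confirmed by dose response; inconclusive means inhibition over 29.93% but no dose response follow-up; inactive means inhibition at most 29.93% or unconfirmed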;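 further: 0% = low Mg2+ inducing control and 100% = high Mg2+ repressing control; strong numbers were not always called active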
# Large T inhibition = SV40 large T antigen inhibitors, biochemical (AID 1903); inhibition, % at 20 µM, or IC50 in µM where a hit was titrated; actives 0.39% (n = 310,000); SV40 large T antigen ATPase/helicase inhibition assay; higher % means a stronger effect; in the data active means a potency from the dose series; inconclusive means inhibition mostly from about 32% at the one dose, without a potency; inactive means the rest, 99 in 100 with inhibition below about 32%; further: strong numbers were not always called active
# RSV antiviral HEp-2 = RSV antiviral activity via CPE protection, HEp-2 cells, primary 10 µM value included (AID 2391). HEp-2 cells, RSV-induced CPE inhibition; higher % means a stronger effect. actives 0.13% (n = 310,000). one-dose CPE inhibition, % at 10 µM; IC50 in µM for titrated hits; in the data active means a potency from the dose series; inconclusive means CPE inhibition mostly from about 23% at the one dose, without a potency; inactive means the rest, 99 in 100 with CPE inhibition below about 21%; further: strong numbers were not always called active
# West Nile virus CPE = inhibition of WNV-induced cytopathic effect – cell-based, CPE readout (AID 1621). West Nile virus-infected cells, CPE inhibition; higher % means a stronger effect. actives 0.02% (n = 290,000). CPE inhibition, % at 10 µM, or IC50 in µM where a hit was titrated; in the data active means a potency from the dose series; inconclusive means CPE inhibition mostly from about 3.7% at the one dose, without a potency; inactive means the rest, 99 in 100 with CPE inhibition below about 2.2%; further: strong numbers were not always called active
# Rac1 GTP hydrolysis = MgcRacGAP GTPase-activating activity inhibitors, confirmation, biochemical, ADP Hunter fluorescence. inhibition, % at 30 µM; hits with a dose series show IC50 in µM. MgcRacGAP-stimulated Rac1 GTP hydrolysis, ADP Hunter fluorescence; higher % means a stronger effect; GST-tagged Rac1 F28L mutant substrate. actives 0.6% (n = 340,000). AID 624330;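 active means first-screen hits whose inhibition reached a set limit at any dose in the follow-up dose series; inconclusive means inhibition above the set first-screen limit but never retested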;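 further: fluorescence reports GDP produced by GAP-driven GTP hydrolysis; strong numbers were not always called active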
# WT yeast gro inh = growth inhibition of WT yeast, mitochondrial fusion screen; AID 1362; mitochondrial fusion phenotypic screen, WT strain; actives 2.1% (n = 190,000); inhibition, % at 10 µM; in the data active means inhibition above about 58%; tested in S. cerevisiae
# b-catenin transl = alters nuclear translocation of beta-catenin in HeLa cells; immunofluorescence imaging; nuclear translocation activity, % at 5 µM; actives 0.3% (n = 190,000);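 active means nuclear translocation activity above 50% at 5 µM, with a well cell count of 50 or more; inconclusive means wells under 50 cells across six images, flagged as toxic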;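 further: per-cell ratio of nuclear to cytoplasmic median beta-catenin stain intensity; plate controls were DMSO negative control for no effect and GSK-3 inhibitor IX positive control for full effect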
#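 Test system: human HeLa cell line; Doses: 5 µM primary, 0.02–20 µM confirmation; Incubation: 24 h compound exposure, 37°C; Detection: beta-catenin immunofluorescence imaging with DAPI; Read-out: beta-catenin nuclear/cytoplasmic ratio, % activation.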
# WT yeast gro inh mutant strain = also measured in WT yeast gro inh; calls as there; inhibition, %; mitochondrial fusion phenotypic screen, mutant strain inhibition
# b-catenin transl cell count 5 µM = second read-out of b-catenin transl, no call of its own (marks repeat the call); cell count; measured here: cell count, cytotoxicity flag
# T cell modulator vesicle-bound % = second read-out of T cell modulator, no call of its own (marks repeat the call); double positive events, %; measured here: CD8+ vesicle-bound cell fraction;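 binding gate set so that unloaded-vesicle control wells show 10% double positive cells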
# Myeloid diff MLP GFP+ MAC1+ % = further read-out of Myeloid diff MLP, marked with its call; GFP+ MAC1+ double positive, %; measured here: differentiation confirmed by MAC1 staining
# Numbers without * were called inactive; i = inactive; ? = inconclusive; nt = not tested or not shown.
SMILES,Myeloid diff MLP,Myeloid diff MLP GFP+ MAC1+ %,T cell modulator,T cell modulator vesicle-bound %,Salmonella PhoP GFP,Large T inhibition,RSV antiviral HEp-2,West Nile virus CPE,Rac1 GTP hydrolysis,WT yeast gro inh,WT yeast gro inh mutant strain,b-catenin transl,b-catenin transl cell count 5 µM
COc1ccc(-c2cc(C(=O)N3CCN(c4cccc(C)c4C)CC3)c3ccccc3n2)cc1OC,i,1.1,i,17,-7%,13%,?,nt,2%,nt,nt,nt,nt
N#Cc1cnn(-c2ncnc3sc(-c4ccccc4)cc23)c1N,i,16,i,43,-2%,2%,16%,1.4%,-5%,4,97,7.6,991
COc1ccc(/C=C/C(=O)Oc2ccc(C=O)cc2OC)cc1,i,0.8,i,31,nt,16%,1.9%,nt,1%,nt,nt,nt,nt
CC[C@@H](C)C(NC(=O)OC(C)(C)C)c1cn([C@@H](Cc2cc3ccccc3[nH]2)C(=O)N2CCN(C(=O)OC(C)(C)C)CC2)nn1 (some centres undefined),i,1.2,i,21,-5%,2%,17%,0.9%,12%,-1,0,-1.7,1135
COc1ccc(OC)c(S(=O)(=O)N2CCC(C(=O)NC3CCCC3)CC2)c1,i,0.3,i,21,3%,9%,1.9%,-0.5%,5%,nt,nt,nt,nt
CN(C)c1ccc(C2=NOC(CN3C(=O)c4ccccc4S3(=O)=O)C2)cc1 (centres undefined),i,0.8,i,11,1%,13%,9.2%,0.2%,8%,-4,1,1.4,1120
COc1ccc(C(=O)OC(C)C(=O)NCC2CCCCC2)cc1S(=O)(=O)N1CCOCC1 (centres undefined),i,0.7,i,29,nt,nt,1.6%,nt,4%,nt,nt,nt,nt
COc1cccc(-c2nnc(SCc3ccccn3)n2C)c1,i,1.3,i,43,-1%,12%,-0.3%,0.6%,3%,-13,6,-3.1,1145
CC(=O)c1ccc(N2CCN(c3ncccn3)CC2)cc1,i,1.1,i,35,-6%,14%,4.4%,0.3%,6%,nt,nt,nt,nt
O=C(CCSc1ccccc1)NC(=O)COC(=O)c1ccc(OC(F)F)cc1,i,0.5,i,31,-5%,9%,-1.5%,-0.4%,5%,14,2,-2.1,1106
O=C(COc1ccc(Br)cc1)N1CCc2ccccc21,i,0.3,i,31,-9%,5%,nt,0.1%,11%,nt,nt,0.2,1275
Cc1ccc(NC(=O)C2Cc3ccccc3CN2C(=O)c2ccccc2)cc1Cl (centres undefined),i,0.4,i,52,-1%,4%,3.0%,-0.6%,17%,23,15,0.4,1031
C=CCOc1cccc(C2c3c(oc4ccc(F)cc4c3=O)C(=O)N2CCCN2CCOCC2)c1 (centres undefined),i,7.1,i,24,-3%,nt,-0.9%,0.1%,-6%,16,12,-1.8,1161
Cc1ccc(C)n1-c1ccc(C(=O)NN)cc1,i,0.2,i,46,1%,8%,5.0%,-0.3%,3%,-15,-8,-1.2,1077
Cc1cccc(OC(C)c2ccnc3nc(/N=C/N(C)C)nn23)c1 (centres undefined),i,0.7,i,26,-2%,3%,-0.2%,-0.2%,10%,-1,-10,-0.8,1048
CCOC(=O)Cc1csc(NC(=O)C(NC(=O)C2CCC(C)CC2)C(C)C)n1 (centres undefined),i,0.4,i,25,-2%,2%,6.0%,-2.1%,7%,nt,nt,nt,nt
COc1cccc(N/C(SC)=C(/C#N)C(N)=O)c1,i,0.3,i,29,-9%,21%,-1.2%,-0.1%,0%,-9,2,-1.4,926
O=C(NCc1ccco1)c1nn(-c2ccccc2)c(=O)c2ccccc12,i,1.2,i,8,-14%,21%,0.4%,0.0%,2%,4,21,-5.5,987
COc1ccc(C(=O)Nc2ccccc2N2CCCC2)cc1S(=O)(=O)N1CCOCC1,i,0.7,i,39,-5%,16%,-0.6%,nt,10%,nt,nt,nt,nt
O=C1CC[C@@H](O)CCN1CC[C@H](Sc1ccccc1)c1ccccc1,i,0.5,i,23,4%,1%,-2.3%,-1.0%,6%,nt,nt,nt,nt
Cc1nc(Nc2ccc(S(N)(=O)=O)cc2)sc1-c1ccccc1,i,0.0,i,29,1%,8%,?,-0.1%,12%,nt,nt,nt,nt
CCCc1cc(=O)n2[nH]c(SCc3ccccc3)nc2n1,i,0.7,i,27,-11%,15%,5.9%,-0.3%,7%,-2,-17,-2.7,1212
CCCNC(=O)c1c(CSc2ccccc2)noc1C(=O)NCc1ccccc1,i,1.0,i,11,-4%,12%,1.3%,-1.3%,6%,nt,nt,2.1,1119
CC(=O)c1ccc(OCCCC(=O)N2CCN(S(=O)(=O)c3ccc(C)cc3C)CC2)cc1,i,1.2,i,48,2%,16%,1.7%,nt,9%,nt,nt,nt,nt
COc1ccc(C(=O)CN(CCC(=O)O)S(=O)(=O)c2ccc([N+](=O)[O-])cc2)cc1,i,1.7,i,28,6%,7%,-0.2%,nt,-2%,nt,nt,nt,nt
Cc1cc(NC(c2ccc(Cl)cc2)c2ccc3cccnc3c2O)no1 (centres undefined),?,nt,i,39,11%,6%,4.7%,?,7%,-3,13,nt,nt
C=CCN(C(=O)c1cc(C)cc(C)c1)C1(C(=O)Nc2ccccc2)CCN(C(C)C)CC1,i,0.3,i,15,1%,8%,-1.8%,-0.9%,6%,9,-14,-1.7,1163
FC(F)(F)c1cc(-c2ccco2)nc(N2CCN(Cc3ccccc3)CC2)n1,i,1.3,i,48,5%,28%,1.4%,-0.2%,5%,64,68,-0.1,1382
C=CCNC(=O)COC(=O)c1ccc(Cl)c(S(=O)(=O)N(Cc2ccccc2)c2ccccc2)c1,i,0.4,i,61,-12%,5%,4.2%,0.3%,7%,11,-13,-2.3,1016
O=C(OCCc1cc2ccccc2c(=O)o1)N1CCOCC1,i,2.6,i,22,nt,nt,0.9%,nt,4%,nt,nt,nt,nt
CC(=O)Nc1cccc(OCCCNC(=O)C2CCC2)c1,i,0.2,i,37,-7%,15%,1.0%,2.6%,10%,nt,nt,0.3,944
COc1ccc(C(=O)NC2=Nc3ccccc3N=C(C)C2c2ccccc2)cc1 (centres undefined),i,0.4,i,16,-8%,7%,4.1%,0.0%,1%,nt,nt,1.1,1328
NC(=O)c1ccc(NC(=O)COc2cccc3ccccc23)cc1,i,0.4,i,12,-5%,24%,1.0%,-0.3%,7%,nt,nt,nt,nt
Cc1nn2c3ccccc3nc2n(C)c1=O,i,0.8,nt,nt,-6%,24%,nt,0.1%,-2%,-17,-6,-6.4,1049
O=C(O)c1ccc(S(=O)(=O)c2ccc3c(c2)C(=O)N(NC(=O)c2ccccc2)C3=O)cc1,i,0.2,i,53,-4%,10%,1.9%,0.3%,1%,3,5,2.1,1042
COc1ccc(-c2nc3n(n2)C(c2ccncc2)C(C(N)=O)=C(C)N3)cc1 (centres undefined),i,1.1,i,20,-3%,9%,2.3%,nt,4%,13,12,0.6,1350
CC(O)CNc1nc(NCc2ccccc2)c2cnn(C)c2n1 (centres undefined),i,0.6,i,40,-1%,5%,-0.4%,-0.6%,2%,nt,nt,nt,nt
CC(C)=CCC/C(C)=C/CC/C(C)=N/O,i,0.7,i,25,6%,10%,-1.2%,-0.2%,-4%,4,0,-5.2,829
O=C(CN(CC1CCCO1)S(=O)(=O)c1ccc(S(=O)(=O)NC2CC2)cc1)Nc1ccccc1 (centres undefined),i,0.4,i,46,0%,-1%,0.8%,-0.4%,7%,-20,10,-0.3,1034
O=C(Nc1nc(-c2ccccn2)cs1)C1CC1,i,3.3,i,52,19%,20%,3.6%,0.2%,13%,10,13,3.0,1069
COC(=O)C1=C(C)NC(=O)C1(NS(=O)(=O)c1ccc(C)cc1)C(F)(F)F (centres undefined),i,13,i,9,-3%,15%,0.6%,0.1%,-3%,-11,-71,-2.6,1231
COCCCNC(=O)c1c[nH]c2ccc(S(=O)(=O)N3CCC(C)CC3)cc2c1=O,i,0.5,i,56,-4%,10%,5.2%,1.6%,2%,-11,-6,0.1,1145
COc1ccccc1Nc1nn2c(=O)c3ccc(C(=O)NCc4cccnc4)cc3nc2s1,?,nt,i,62,4%,8%,-0.4%,-0.4%,-31%,nt,nt,nt,nt
COc1ccccc1OCC(O)CN1CCN(C(=O)c2ccccc2)CC1 (centres undefined),i,0.0,i,56,-5%,13%,0.5%,2.2%,10%,nt,nt,nt,nt
Cc1cccc(C(=O)N/N=C/c2ccc(OCC(=O)N3CCCCC3)cc2)c1,i,7.1,i,40,-4%,3%,6.6%,0.2%,6%,-14,0,-2.7,1337
COc1ccc(C(=O)N2CCCC(Nc3ccc(F)cc3)C2)c(OC)c1 (centres undefined),i,1.1,i,25,-6%,12%,3.4%,-0.3%,5%,nt,nt,nt,nt
N#Cc1c(F)cccc1N1CCC(C#N)CC1,i,0.5,i,59,-5%,13%,-1.1%,1.4%,0%,nt,nt,3.5,985
Cc1cc(Sc2nc(N)ncc2[N+](=O)[O-])ncn1,?,nt,i,42,-1%,14%,-3.0%,-1.2%,5%,-13,7,0.3,1047
C/C=C/c1ccc(OCCCCNCc2ccco2)c(OC)c1,i,0.0,i,57,8%,-2%,-3.2%,0.9%,23%,15,13,3.3,1108
CCOc1cc(NC(=O)C2CC2)c(OCC)cc1NC(=O)CCn1nnc2ccccc21,i,0.8,i,51,6%,9%,1.1%,0.4%,7%,-13,-19,-6.5,599
CCN1CCN(C(=S)Nc2ccc([N+](=O)[O-])cc2)CC1,i,0.5,i,56,-2%,15%,8.6%,0.2%,0%,10,22,-1.6,1122

# Compound activity: PubChem BioAssay, several laboratories
